Bioassay records from PubChem BioAssay.
GluA2 TARP mod: modulators of AMPA receptor GluA2-stargazin complexes | AID 1259245 | HEK293 GluA2+stargazin, membrane potential dye (FDSS), glutamate EC50; hits were called plate by plate, in both directions | O88602+P19491 | calls only at 30 µM | 3.5% of 40,000 active;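 active = any of four per-well response measures lying three or more SD from its plate-wide compound average, in either direction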
Target sequence (O88602 whole entry, looked up): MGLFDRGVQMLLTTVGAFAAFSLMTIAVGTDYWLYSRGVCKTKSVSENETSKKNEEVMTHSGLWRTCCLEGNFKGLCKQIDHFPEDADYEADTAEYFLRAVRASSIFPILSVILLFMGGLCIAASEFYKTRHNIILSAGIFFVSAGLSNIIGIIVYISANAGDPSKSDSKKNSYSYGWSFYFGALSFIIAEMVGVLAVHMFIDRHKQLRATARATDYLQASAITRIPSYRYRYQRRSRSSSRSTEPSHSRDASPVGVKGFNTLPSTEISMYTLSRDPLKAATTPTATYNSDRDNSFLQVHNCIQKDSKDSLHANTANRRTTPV
Target sequence (P19491 whole entry, looked up): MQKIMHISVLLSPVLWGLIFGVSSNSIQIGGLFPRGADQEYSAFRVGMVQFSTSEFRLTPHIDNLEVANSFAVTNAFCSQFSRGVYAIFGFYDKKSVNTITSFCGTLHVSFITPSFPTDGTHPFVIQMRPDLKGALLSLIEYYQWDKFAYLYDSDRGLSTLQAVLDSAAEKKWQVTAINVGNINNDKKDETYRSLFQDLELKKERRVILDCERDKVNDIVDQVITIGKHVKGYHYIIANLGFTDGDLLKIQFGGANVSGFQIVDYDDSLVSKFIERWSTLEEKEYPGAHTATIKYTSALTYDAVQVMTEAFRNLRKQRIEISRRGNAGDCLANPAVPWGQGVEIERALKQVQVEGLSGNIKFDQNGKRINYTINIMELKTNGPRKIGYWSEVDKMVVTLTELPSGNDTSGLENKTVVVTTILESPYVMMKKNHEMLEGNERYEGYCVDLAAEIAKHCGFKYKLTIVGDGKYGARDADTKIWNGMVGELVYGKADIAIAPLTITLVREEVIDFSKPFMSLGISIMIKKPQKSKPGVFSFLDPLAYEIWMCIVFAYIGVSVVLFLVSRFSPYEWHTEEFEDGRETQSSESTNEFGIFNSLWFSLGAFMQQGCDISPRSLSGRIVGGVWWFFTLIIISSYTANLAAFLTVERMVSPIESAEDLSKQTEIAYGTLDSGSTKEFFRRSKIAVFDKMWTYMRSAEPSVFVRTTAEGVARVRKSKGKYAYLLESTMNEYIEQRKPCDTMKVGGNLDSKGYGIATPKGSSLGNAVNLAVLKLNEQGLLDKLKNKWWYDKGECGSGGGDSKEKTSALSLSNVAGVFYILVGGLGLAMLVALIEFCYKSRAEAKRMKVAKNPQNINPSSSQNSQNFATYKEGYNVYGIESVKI
GluA2 TARP mod agonism max-min: also measured in GluA2 TARP mod; calls as there; compound max-min signal; compound-alone response (agonism);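 unitless range of fluorescence divided by baseline over first 100 seconds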
GluA2 TARP mod glutamate slope: also measured in GluA2 TARP mod; calls as there; glutamate slope, % of max; measured here: glutamate response slope, % max;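 scaled per plate between vehicle wells and maximal 1 mM glutamate control wells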
Active calls of the source: *; i = inactive; + = active, no number; & = joins results of further samples. This is a subset; rates above refer to the full screens.

SMILES	GluA2 TARP mod	GluA2 TARP mod agonism max-min	GluA2 TARP mod glutamate slope
O=C(CSc1nccnc1N1CCSCC1)Nc1cc(C(F)(F)F)ccc1Cl	i	0.091&0.037	52&113
Cc1ccc2nc(C)c(NC(=O)Nc3ccc(OC(F)(F)F)cc3)c(=O)n2c1	i	0.13	64
O=C(CCS(=O)(=O)c1ccc(Cl)cc1)Nc1nnc(CCSc2ccccc2)o1	i	0.095	45
COC(=O)c1sccc1S(=O)(=O)N1CCC2(CC1)OCCO2	i	0.025	37
O=C(COc1ccc(F)cc1)N1CCN(c2ccc3nncn3n2)CC1	i	0.049	31
Cc1cc(=O)[nH]c(-n2nc(C3CC3)cc2NC(=O)C23CC4CC(CC(C4)C2)C3)n1	i	0.072	69
COc1cn(CC(=O)NCc2ccccc2Cl)c(CSc2nccc(C)n2)cc1=O	i	0.057	44
Cc1cc(C(=O)Nc2ccc(-c3ccc(=O)n(C)n3)cc2)ccc1[N+](=O)[O-]	i	0.067	38
COc1ccc(S(=O)(=O)N2CCCOC2CNC(=O)C(=O)NC(C)C)cc1C (configuration not stated)	i	0.083	51
COC(=O)N1CCC(CNC(=O)C(=O)NCc2ccc(F)cc2)CC1	i	0.091	62
Cc1ccc(S(=O)(=O)NCC2CCN(Cc3ccco3)CC2)c(C)c1	i	0.065	54
COc1ccc(S(=O)(=O)CCCC(=O)Nc2nnc(-c3ccc4c(c3)CCCC4)o2)cc1	i	0.12	60
CC(C)Sc1ccc(C(=O)Nc2nnc(-c3ccncc3)o2)cc1	i	0.076	50
COc1ccccc1N1C(=O)CC(N2CCN(Cc3ccccc3)CC2)C1=O (configuration not stated)	i	0.13	51
O=C(NCC(c1cccc2ccccc12)N1CCOCC1)C(=O)Nc1ccncc1 (configuration not stated)	i	0.097	68
O=C(O)c1ccccc1SC1CC(=O)N(c2ccc(Cl)cc2Cl)C1=O (configuration not stated)	i	0.05	64
CN(c1ccccc1)S(=O)(=O)c1ccc(C(=O)Nc2c3c(nn2C)CCC3)cc1	i	0.11	54
CCN(CC)c1nc2c(c(=O)[nH]c(=O)n2C)n1CCOc1ccccc1	i	0.049	33
COc1ccc(N2CC(c3nc4ccccc4n3Cc3cccc(Cl)c3)CC2=O)cc1 (configuration not stated)	i	0.061	53
COc1ccc(-c2csc(NC(=O)Cc3ccc(SC)cc3)n2)cc1	i	0.1	57
COc1cccc(C(=O)NCC2(O)CCCC2)c1OC	i	0.073	50
COCCNc1cc(-c2ccccc2)nc2c(-c3ccccc3)c(C)nn12	i	0.11	65
Cn1nc(-c2ccc(F)cc2)cc1C(=O)N1CCC(c2cccs2)CC1	i	0.086	58
COc1ccc(C(=O)NCC(c2cccc3ccccc23)N2CCOCC2)cc1 (configuration not stated)	i	0.028	58
CCn1nnc2c(NCCC3=CCCCC3)ncnc21	i	0.087	61
COc1ccc(N2C(=O)CCS2(=O)=O)cc1S(=O)(=O)NC1CCCC1	i	0.075	59
COc1cccc(-c2ccc(=O)n(CCCC(=O)NC3CCCCCC3)n2)c1	i	0.032	94
CCOC(=O)c1sc2cccc(F)c2c1S(=O)(=O)Nc1cc(OC)cc(OC)c1	i	0.12	58
Cc1ccc(-c2nnc(NC(=O)c3ccc(S(=O)(=O)N(C)c4ccccc4)cc3)o2)cc1C	i	0.056	49
O=C(COc1ccccc1)NCCS(=O)(=O)N1CCN(c2ccccn2)CC1	i	0.077	56
COC(=O)c1ccc(C(=O)NCC(c2ccccc2Cl)N(C)C)cc1 (configuration not stated)	i	0.11	34
CN(CC(=O)NCc1nn(C)c(=O)c2ccccc12)S(C)(=O)=O	i	0.12	45
Cc1cc(NC(=O)c2c(F)cccc2Cl)n(-c2nc(-c3cccs3)cs2)n1	i	0.055	30
O=c1ccc(-c2ccco2)nn1CCCNS(=O)(=O)c1ccc2c(c1)OCCO2	i	0.088	64
CC(C)n1nccc1-c1nnc(NC(=O)c2ccc(Cl)cc2Cl)o1	i	0.047	27
Cn1nnc2c(NCCCN3CCCC3=O)ncnc21	i	0.048	48
O=C(Cn1nc2c(c1NC(=O)c1ccc(C(F)(F)F)cc1)CSC2)NCC1CCCO1 (configuration not stated)	i	0.096	66
CC1CCCCN1C(=O)c1ncccn1 (configuration not stated)	i	0.079	63
Cc1cncn(CC(=O)N2CCN(S(C)(=O)=O)CC2)c1=O	i	0.095	63
COc1ccc(-c2noc(-c3cc(C4CC4)[nH]n3)n2)c(OC)c1	i	0.092	42
COc1cccc(CCNS(=O)(=O)CCCOc2ccc(F)cc2)c1	i	0.13	66
O=C1CCCC(=O)N1CCS(=O)(=O)N1CCN(CCc2ccccc2)CC1	i	0.089	59
Cc1ccc(CNC(=O)Cc2nnc(Nc3ccccc3)s2)cc1	i	0.12	57
Cn1nnc2c(N3CCN(CC(=O)Nc4cccc(F)c4)CC3)ncnc21	i	0.079	48
CCOc1cccc2cc(C(=O)Oc3ccc(OC)cc3)c(=O)oc12	i	0.14	53
CN(C)S(=O)(=O)NCC1CC(=O)N(c2ccc(F)cc2)C1 (configuration not stated)	i	0.051	55
O=C(NCc1n[nH]c(=O)c2ccccc12)c1ccc(S(=O)(=O)N2CCCCC2)cc1	i	0.1	43
O=C(Cc1ccc(F)cc1)Nc1ccc(CC(=O)NC2CC2)cc1	i	0.068	42
COc1ccc(S(=O)(=O)N2CCCOC2CNC(=O)C(=O)NCCc2ccccc2)cc1 (configuration not stated)	i	0.087	69
CC1C(=O)N2CCCc3cc(S(=O)(=O)Nc4ccccc4C(N)=O)cc1c32 (configuration not stated)	i	0.074	57

Continued; the last four above are carried over.
SMILES	GluA2 TARP mod	GluA2 TARP mod agonism max-min	GluA2 TARP mod glutamate slope
O=C(NCc1n[nH]c(=O)c2ccccc12)c1ccc(S(=O)(=O)N2CCCCC2)cc1	i	0.1	43
O=C(Cc1ccc(F)cc1)Nc1ccc(CC(=O)NC2CC2)cc1	i	0.068	42
COc1ccc(S(=O)(=O)N2CCCOC2CNC(=O)C(=O)NCCc2ccccc2)cc1 (configuration not stated)	i	0.087	69
CC1C(=O)N2CCCc3cc(S(=O)(=O)Nc4ccccc4C(N)=O)cc1c32 (configuration not stated)	i	0.074	57
O=C(NCC1(O)CCCC1)c1cc(Br)ccc1Cl	i	0.061	55
O=C(Nc1ccc(F)cc1F)NC1(c2nc(-c3cccnc3)no2)CCCCC1	i	0.075	50
Cc1cccc(OCCn2cnc3cc(C)c(C)cc32)c1	i	0.051	11
O=C(Nc1ccc2ncsc2c1)c1sc2ccccc2c1Cl	i	0.029	39
CCCC(=O)NCc1cc(-c2nn(C)c(=O)c3ccccc23)ccc1OC	i	0.065	54
CNC(=O)CSc1nc(-c2ccccc2)c(NC(=O)c2ccccc2)s1	i	0.083	47
Cc1ccc(-c2csc(NC(=O)C3CCN(S(=O)(=O)c4ccc(C)cc4)CC3)n2)cc1	i	0.065	48
O=C(Nc1nc(-c2nc3ccccc3s2)cs1)c1ccno1	i	0.09	41
O=C(Nc1nc(-c2ccco2)cs1)C1COCC(=O)N1Cc1ccccc1 (configuration not stated)	i	0.099	51
COc1ccc(CCNC(=O)C(=O)Nc2c3c(nn2-c2ccc(F)cc2)CSC3)cc1	i	0.027	58
CC(O)(CNC(=O)C1c2ccccc2Oc2ccccc21)C1CC1 (configuration not stated)	i	0.035	60
COc1ccc(Nc2cc(C)nc(Nc3ccc(NC(=O)c4ccc5c(c4)OCO5)cc3)n2)cc1	i	0.13	62
O=C(Cc1ccccc1)NCCS(=O)(=O)N1CCN(c2ccccn2)CC1	i	0.057	34
CCOC(=O)Cc1csc(NC(=O)C2CCN(c3ccc(-c4ccccc4C)nn3)CC2)n1	i	0.1	66
COCCN1CCC(CNS(=O)(=O)c2cc(C)ccc2C)CC1	i	0.061	52
O=c1n(Cc2ccccc2)nc2ccc(S(=O)(=O)N3CCOCC3)cn12	i	0.098	54
CN(C)S(=O)(=O)c1ccc(C(=O)N2CCC(c3nnc(-c4ccc(F)cc4)o3)CC2)cc1	i	0.12	45
CCOc1ccccc1NC(=O)c1c(O)c2ccccc2[nH]c1=O	i	0.086	84
COc1ccc(C(=O)NCC2CCN(C(=O)c3cccnc3SC)CC2)cc1OC	i	0.092	59
CCN(CC)c1cc2c(cc1F)c(=O)c(S(=O)(=O)c1cc(C)cc(C)c1)cn2CC	i	0.094	56
O=C(NCCS(=O)(=O)N1CCN(Cc2ccccc2)CC1)c1cccc2ccccc12	i	0.064	50
CCOc1ccc(-c2ccc(=O)n(CCOC)n2)cc1	i	0.089	100
CCOC(=O)CC1=CSC2=NCCN12	i	0.048	37
COc1cccc(-c2cc(C(=O)N3CCC(c4nnc(C(C)C)o4)CC3)[nH]n2)c1	i	0.089	57
Cc1nn(-c2nc3c(c(=O)n(CC(=O)C(C)(C)C)c(=O)n3C)n2C)c(C)c1C	i	0.049	52
O=C(NCCCn1nc(-c2ccccc2)ccc1=O)c1cccs1	i	0.086	61
Nc1c(C(=O)Nc2ccc(Cl)cc2Cl)nnn1-c1ccc(F)cc1	i	0.1	47
Cc1nnc2ccc(OCCNS(=O)(=O)c3ccc(-c4ccccc4)cc3)nn12	i	0.092	38
Cc1cccc(OCC(O)Cn2c(N3CCN(Cc4ccccc4)CC3)nc3c2c(=O)n(C)c(=O)n3C)c1 (configuration not stated)	i	0.12	61
O=C(NCc1cccc(I)c1)N1CCOCC1	i	0.051	30
COc1ccc(-c2noc(CSc3nc(-c4ccccc4)cc(=O)[nH]3)n2)cc1	i	0.078	61
COc1cccc(OC)c1C(=O)NCCS(=O)(=O)N1CCN(c2ccccn2)CC1	i	0.078	56
O=C(CSc1nnc(CCn2ccc(=O)[nH]c2=O)o1)Nc1cc(Cl)ccc1Cl	i	0.045	37
COCCNC(=O)Cn1nc2c(c1NC(=O)c1ccc(OC)cc1OC)CSC2	i	0.086	74
CCCOc1cccc(C(=O)Nc2nonc2CC)c1	i	0.11	60
O=C(O)c1cccnc1SC1CC(=O)N(c2ccc(O)cc2)C1=O (configuration not stated)	i	0.071	48
COC(=O)Nc1ccc(S(=O)(=O)N2CCCC(C(=O)Nc3ccc4c(c3)OCCO4)C2)cc1 (configuration not stated)	i	0.087	57
COc1ccc(NC(=O)c2ccc(S(=O)(=O)N3CCCCC3)cc2)cc1OC	i	0.085	60
Cn1c(=O)n(CC(=O)NCC2CCCO2)c(=O)c2c(N3CCN(C(=O)C4CC4)CC3)ccnc21 (configuration not stated)	i	0.1	67
Cn1nccc1-c1nnc(NC(=O)/C=C\c2ccc3c(c2)OCO3)o1	i	0.071	41
COc1ccc2c(=O)c(Oc3ccc(C(=O)N4CCN(c5ccccn5)CC4)cc3)c(C)oc2c1	+	0.033*	57*
CCNC(=O)c1nsc(C(=O)NCc2ccccc2C(F)(F)F)c1N	i	0.11	43
Cc1nn(-c2nc3c(c(=O)n(CC(=O)C(C)(C)C)c(=O)n3C)n2C(C)C)c(C)c1C	i	0.061	55
CNC(=O)Cn1c(=O)c2c(N3CCN(C(=O)C4CC4)CC3)ccnc2n(C)c1=O	i	0.092	74
COc1ccc(S(=O)(=O)N2CCC(C(=O)Nc3nnc(-c4ccccc4)o3)CC2)cc1	i	0.11	59
COc1ccc2c(c1)CCN(C(=O)c1csc(-c3cnccn3)n1)C2	i	0.13	60
COCCNC(=O)Cn1nc2c(c1NC(=O)c1ccc(Cl)cc1)CSC2	i	0.084	57
COc1cccc(-c2nnc3ccc(OCCNC(=O)c4cccc(OC)c4OC)nn23)c1	i	0.072	65
CCNC(=O)C1Cc2ccccc2N1C(=O)c1cccs1 (configuration not stated)	i	0.046	51
CC(C)c1ccc(NC(=O)CSc2nc3c(c(=O)[nH]2)CN(Cc2ccc(F)cc2)CC3)cc1	i	0.12	63

3 entries from above, arranged by SMILES length, high to low:
SMILES	GluA2 TARP mod	GluA2 TARP mod agonism max-min	GluA2 TARP mod glutamate slope
COC(=O)Nc1ccc(S(=O)(=O)N2CCCC(C(=O)Nc3ccc4c(c3)OCCO4)C2)cc1 (configuration not stated)	i	0.087	57
COc1ccc(-c2noc(CSc3nc(-c4ccccc4)cc(=O)[nH]3)n2)cc1	i	0.078	61
COc1ccc2c(c1)CCN(C(=O)c1csc(-c3cnccn3)n1)C2	i	0.13	60

Limited to GluA2 TARP mod glutamate slope and GluA2 TARP mod agonism max-min (3 entries from above):
smiles,GluA2 TARP mod glutamate slope,GluA2 TARP mod agonism max-min
CCCOc1cccc(C(=O)Nc2nonc2CC)c1,60,0.11
O=C(O)c1cccnc1SC1CC(=O)N(c2ccc(O)cc2)C1=O (configuration not stated),48,0.071
COC(=O)Nc1ccc(S(=O)(=O)N2CCCC(C(=O)Nc3ccc4c(c3)OCCO4)C2)cc1 (configuration not stated),57,0.087

(more compounds)
SMILES	GluA2 TARP mod	GluA2 TARP mod agonism max-min	GluA2 TARP mod glutamate slope
O=C(Nc1ccc(N2CCCS2(=O)=O)cc1)NC1CCCCC1	i	0.11	61
CCOCCN1N=C(c2ccccc2)Cn2c1nc1c2c(=O)n(CCOCC)c(=O)n1C	i	0.082	28
COc1ccc(C(=O)Nc2ccc3c(c2)CCC(=O)N3CC(C)C)c(OC)c1OC	i	0.094	48
CNC(=O)CSc1nc(-c2ccccc2)c(NC(=O)c2c(OC)cccc2OC)s1	i	0.059	54
CC(=O)NCCc1nc2ccccc2n1CCCOc1cc(C)ccc1C(C)C	+	0.1*	91*
CCOC(=O)c1ccc(NC(=O)Cn2nc(C(=O)Nc3ccccc3)ccc2=O)cc1	i	0.027	30
